Assay outcomes (PubChem BioAssay)
STEP inh: blocks human striatal-enriched tyrosine phosphatase; AID 588621; actives 0.25% (n = 360,000); recombinant STEP, OMFP fluorogenic substrate, fluorescence; P54829; inhibition, % at 20 µM;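 active means inhibition at 20 µM, scaled per plate between control wells, above about 37%, limit read from the data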;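 further: 0% = DMSO with enzyme and substrate and 100% = substrate only without enzyme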
Target sequence (P54829 whole entry, looked up): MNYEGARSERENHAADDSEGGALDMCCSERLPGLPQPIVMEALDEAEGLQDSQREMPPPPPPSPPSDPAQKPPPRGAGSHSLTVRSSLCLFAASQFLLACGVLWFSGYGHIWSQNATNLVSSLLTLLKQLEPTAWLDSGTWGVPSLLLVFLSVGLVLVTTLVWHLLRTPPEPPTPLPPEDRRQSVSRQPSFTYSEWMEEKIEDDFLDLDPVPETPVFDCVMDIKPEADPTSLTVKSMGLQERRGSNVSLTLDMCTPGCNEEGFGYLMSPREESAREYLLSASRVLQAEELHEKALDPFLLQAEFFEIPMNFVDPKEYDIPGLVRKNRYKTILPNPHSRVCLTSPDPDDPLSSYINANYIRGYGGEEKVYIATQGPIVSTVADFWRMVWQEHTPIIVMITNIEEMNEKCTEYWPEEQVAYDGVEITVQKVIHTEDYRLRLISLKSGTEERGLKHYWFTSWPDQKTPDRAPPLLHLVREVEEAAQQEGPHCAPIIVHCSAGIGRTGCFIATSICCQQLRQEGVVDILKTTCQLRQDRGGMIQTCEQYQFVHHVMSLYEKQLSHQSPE
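Material: STEP (striatal-enriched tyrosine phosphatase) enzyme, cell-free; Compound dosing: 20 µM single dose in 1% DMSO; Technique: fluorescence read at 480 nm ex / 540 nm em; Times: reaction 20 min, ambient temperature; Medium: 50 mM Bis-Tris pH 6.0 with 2.5 mM DTT and 0.005% Tween 20; Also added: OMFP at 25 µM.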
Rpn11 inh: blocks the human proteasome subunit Rpn11 | O00487 | human 26S proteasome, Ub4-pepOG fluorescence polarization; 20S core pre-blocked with epoxomicin | calls only at 20 µM | actives 0.59% (n = 360,000);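 active means inhibition at 20 µM, scaled to each plate's controls, above about 33%, limit read from the data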
DNMT1 block: DNMT1 (human) enzyme inhibition | inhibition (reported as % activation of signal), % at 10 µM | DNMT1 molecular beacon, Hinp1I cleavage, fluorescence | actives 0.83% (n = 360,000); in the data active means inhibition above about 50%
CSN deneddyl inh: CSN deneddylation inhibition | AID 651999 | Purified CSN, SCF-Nedd8-OG deneddylation, fluorescence polarization | actives 0.38% (n = 360,000) | inhibition, % at 12.5 µM | Q92905;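 active means pattern-corrected inhibition above about 35%, with an unprinted fluorescence ratio check between 0.5 and 1.5, limit read from the data, passing the limit was not always enough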;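 further: 0% = enzyme with substrate and 100% = substrate without enzyme; some results filed as inactive read as strong as hits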
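test system = HEK293T-derived human Csn5 enzyme | amount = 0.24 nM Csn5 enzyme, final concentration | medium = Tris/NaCl/DTT buffer, pH 7.5 | schedule = 90 min reaction at room temperature | signal = FP | evaluation = inhibition of Csn5 cleavage, % | compound dosing = single dose of 12.5 µM compound with 0.25% DMSO | probe or stimulus = 10 nM SCFSkp2-Nedd8OG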
LMPTP block: LMPTP (human) inhibition | P24666 | recombinant LMPTP-A, OMFP fluorogenic substrate, fluorescence intensity | inhibition, % at 20 µM | actives 0.22% (n = 360,000) | AID 651560;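 active means compounds that cut the enzyme signal by at least half of the control window in the single-dose screen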;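 further: plate controls were DMSO wells with enzyme plus substrate for no effect and substrate without enzyme for full effect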
Target sequence (P24666 whole entry, looked up): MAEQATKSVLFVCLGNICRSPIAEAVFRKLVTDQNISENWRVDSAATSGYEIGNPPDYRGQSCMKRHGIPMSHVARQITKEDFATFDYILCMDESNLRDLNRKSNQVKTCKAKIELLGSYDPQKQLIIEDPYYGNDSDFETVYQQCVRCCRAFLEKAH
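Test system – LMPTP-A enzyme · Amount – LMPTP-A at 0.625 nM final in the reaction · Buffer or medium – Bis-Tris pH 6.0, DTT, detergent · Reagent – OMFP 400 µM · Doses – single 20 µM dose · Schedule – reaction 50 min, room temperature, dark · Detection – fluorescence intensity of OMFP turnover product · Evaluation – percent inhibition versus substrate-only and uninhibited controls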
Rin1-Abl PPI inh: blocks binding of human Rin1 to Abl; P00519+Q13671; AID 588664; inhibition, % at 7.35 µM; actives 0.4% (n = 360,000); TR-FRET Rin1/Abl binding, biochemical; in the data active means inhibition above about 5%, passing the limit was not always enough
Scp1 inh: blocks human Scp-1 phosphatase activity; inhibition, % at 20 µM; AID 493091; Recombinant Scp1, phosphopeptide, malachite green phosphate absorbance; actives 0.88% (n = 340,000); Q9GZU7;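 active means inhibition above about 50% at 20 µM, limit read from the data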;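 further: plate controls were DMSO wells with enzyme for no effect and wells lacking enzyme for full effect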
Target sequence (Q9GZU7 76-261 limits assumed): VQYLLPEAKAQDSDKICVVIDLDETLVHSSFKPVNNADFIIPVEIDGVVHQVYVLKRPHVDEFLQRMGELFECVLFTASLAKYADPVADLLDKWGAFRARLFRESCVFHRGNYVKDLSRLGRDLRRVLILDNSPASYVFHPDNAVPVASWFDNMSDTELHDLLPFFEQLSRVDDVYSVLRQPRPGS
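Material – SCP-1 phosphatase catalytic domain, residues 76-261 · Buffer or medium – Acidic Tris acetate buffer with magnesium and detergent · Also added – Phospho 17-mer peptide substrate · Compound – single 20 µM dose, 1% DMSO · Times – 45 min room-temperature reaction, 5 min colour, 30 min stabiliser · Technique – Phosphate-binding colour reagent, absorbance read at 630 nm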
Neddyl block: blocks human cullin neddylation; TR-FRET cullin neddylation, biochemical; calls only at 25 µM; actives 0.58% (n = 360,000); in the data active means inhibition above about 36%
NadD inh: blocks S. aureus nicotinate mononucleotide adenylyltransferase | actives 0.78% (n = 360,000) | purified NadD enzyme, colorimetric absorbance read-out | inhibition, % at 20 µM; in the data active means inhibition above about 26%; further: some compounds past the cut are filed as inactive
SUMO1-SIM PPI: alters human SUMO1 binding to SIM partners | P63165 | SUMO1 binding to a labelled peptide, TR-FRET, 1 h | inhibition, % at 20 µM | actives 0.33% (n = 360,000) | AID 602429; in the data active means inhibition above about 37%
Target sequence (P63165 whole entry, looked up): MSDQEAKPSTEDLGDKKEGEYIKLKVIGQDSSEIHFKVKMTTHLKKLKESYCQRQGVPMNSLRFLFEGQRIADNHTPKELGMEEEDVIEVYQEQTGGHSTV
* = called active by the depositor; i = inactive; x = not tested or not shown; + = active, no number. Some of the compounds tested (hit frequency here may not be typical).

SMILES | STEP inh | Rpn11 inh | DNMT1 block | CSN deneddyl inh | LMPTP block | Rin1-Abl PPI inh | Scp1 inh | Neddyl block | NadD inh | SUMO1-SIM PPI
CN1C(=O)C(C)(C2=CCCCC2)C(=O)NC1=S (centres undefined) | -2 | i | -3 | -1 | -0.9 | 0 | -3 | i | 0 | 8
COc1ccc(C(=O)C2CCCN(C3CSCCSC3)C2)c(C)c1 (centres undefined) | 0 | i | -1 | -5 | 1.3 | 2 | 0 | i | -5 | -2
CN(C)c1ccc(N=Cc2c(O)n(CCC3=CCCCC3)c(=O)[nH]c2=O)cc1 | -5 | i | 26 | 8 | -1.3 | 0 | -8 | i | 17 | -1
C(=NN1CCCCCC1)c1c[nH]c2ccccc12 | 0 | i | -12 | 0 | 2.1 | 0 | -10 | i | 9 | 5
c1ccc(Cn2ccnc2)cc1 | -1 | i | -4 | 1 | -1.4 | 2 | 14 | i | 6 | 1
COC(=O)C1=C(c2cc3ccccc3s2)C[C@@H]2CC[C@H]1N2C(=O)NC1CCCCC1 | 2 | i | 3 | 5 | 0.7 | -2 | -11 | i | -5 | -4
O=C(COC(=O)Cc1ccccc1)Nc1ccc(SC(F)F)cc1 | 0 | i | -4 | 5 | 0.1 | -2 | -6 | i | 6 | -3
Cc1cccc(CN2CCN(Cc3ccc(Cl)cc3)CC2)c1 | 2 | i | -2 | 0 | -1.3 | 1 | -4 | i | -12 | 0
COC(=O)C1=C(c2cc3ccccc3s2)C[C@@H]2CC[C@H]1N2C(=O)N1CCOCC1 | -1 | i | -1 | -6 | -0.4 | 1 | 1 | i | -6 | -8
C[C@]12CC[C@H](O)C[C@H]1CC[C@@H]1[C@@H]2C[C@@H](O)[C@]2(C)[C@@H](C3=CC(=O)OC3)CC[C@]12O | -4 | i | 5 | 1 | -2.2 | 0 | -6 | i | -27 | -1
CCn1c(O)c(/C(C)=N/N2CCCCC2c2cccnc2)c(=O)[nH]c1=S (centres undefined) | 1 | i | 0 | 8 | -3.0 | 3 | -10 | i | 5 | -1
CN1C(=O)C(C2(C#N)CCCCC2)C(=O)N(C)C1=O | 0 | i | 1 | -6 | -1.4 | 0 | 0 | i | 1 | 0
Clc1ccccc1CNCCc1c[nH]c2ccccc12 | 3 | i | -2 | 4 | 0.8 | -1 | x | i | 1 | 4
O=C(NC(=O)N1CCC2(CC1)OCCO2)c1ccc(Cl)cc1 | -1 | i | 3 | -5 | -1.2 | -7 | -3 | i | -2 | -1
COC(=O)C1=C(c2c(C)noc2C)C[C@@H]2CC[C@H]1N2C(=O)NCCCOC(C)C | -1 | i | 7 | 2 | -0.2 | 2 | 11 | i | -2 | 4
COC(=O)C1=C(c2cc3ccccc3s2)C[C@@H]2CC[C@H]1N2C | -1 | i | 0 | -2 | -0.1 | -1 | -3 | i | -4 | -9
CN(C)CCN=Cc1c(O)n(Cc2ccc3c(c2)OCO3)c(=S)[nH]c1=O | 0 | i | 0 | -4 | -7.3 | 0 | -10 | i | -3 | -3
O=C(Cc1ccccc1)OCCNC(=O)c1cccnc1 | -4 | i | 2 | -2 | -0.9 | 0 | -3 | i | -4 | 1
CC1=CC(=O)NP(=O)(Oc2ccc3ccccc3c2)N1 (centres undefined) | -2 | i | 20 | -2 | 0.0 | 2 | 49 | i | 5 | 3
COc1cc(/C=C2/C(=O)NC(=O)N(c3ccccc3)C2=O)ccc1O | -4 | i | -2 | 7 | -1.7 | 1 | -4 | i | 3 | 0
CC1CN=C(Nc2ccccc2)S1 (centres undefined) | 1 | i | 0 | 3 | -1.2 | 2 | -3 | i | 2 | 1
COC(=O)C1=C(c2cc3ccccc3o2)C[C@@H]2CC[C@H]1N2C(=O)N1CCOCC1 | 1 | i | 4 | -5 | -2.1 | 0 | -11 | i | -7 | 0
O=c1[nH]c(=O)n(-c2ccccc2F)c(O)c1/C=C1\C=Nc2ccccc21 | -4 | i | 6 | 12 | 0.4 | 0 | -4 | i | -2 | -9
CCCC1=C(C(=O)OCC)C2(C(=O)Nc3ccc(C)cc32)C(C#N)=C(N)O1 (centres undefined) | -2 | i | -2 | 1 | -0.8 | -5 | -2 | i | 0 | 1
O=C(CSc1ccccc1)N1CCC2(CC1)OCCO2 | -1 | i | 3 | 2 | -0.5 | 0 | 0 | i | 4 | 3
CCOC(=O)c1c(N)n(CCN2CCCCC2)c2nc3ccccc3nc12 | 0 | i | -7 | 10 | 0.8 | -5 | -7 | x | -1 | -6
CCN(CC)C(=O)c1ccc(N2C(=O)C3CC=C(Cl)CC3C2=O)cc1 (centres undefined) | -3 | i | 3 | 0 | 0.5 | -1 | 5 | i | 2 | 0
COc1cc2c(cc1O)C[C@H]1c3c(cc(O)c(OC)c3-2)CCN1C | 0 | i | -10 | -3 | 0.9 | 0 | -6 | x | 4 | 4
O=c1c2ccccc2nc(/C=C/c2ccccc2F)n1-c1ccccc1O | 0 | i | -5 | 3 | -0.7 | 2 | 21 | i | 1 | -7
CC(C)=CCN1CC[C@@]2(C)c3cc(O)ccc3CC1C2C (some centres undefined) | 1 | i | -5 | 5 | -0.8 | 4 | -6 | i | 3 | 3
CCC(=Nc1ccccc1NC(C)=O)c1c(O)n(C)c(=O)n(C)c1=O | -1 | i | 3 | -3 | -0.9 | -3 | 6 | i | 1 | -3
COc1ccc(NC(=O)c2cn(CCC#N)nc2-c2cccc([N+](=O)[O-])c2)cc1 | -4 | i | -4 | 0 | 1.8 | 2 | -12 | i | -3 | -23
CN1CCc2cccc(Cl)c2CC1 | -2 | i | 1 | 3 | -1.3 | -5 | -9 | i | -1 | -1
O=C1NCN(c2ccccc2)C12CCN(C(c1cccc3ccccc13)c1nnnn1C1CCCC1)CC2 (centres undefined) | -1 | i | -31 | 7 | 3.2 | 4 | x | i | 27 | -3
Cc1cccc(N2C(=O)/C(=C/c3ccc(CN(CCC#N)S(C)(=O)=O)o3)C(=O)NC2=S)c1 | 3 | + | 58* | 31 | 3.6 | -4 | 26 | i | 20 | 25
CCCC[N+]12C3C[C@H](C4[C@H](O)[C@]5(C[C@@H]41)c1ccccc1N(C)[C@@H]35)[C@H](CC)[C@H]2O (some centres undefined) | -2 | i | 1 | -1 | -0.3 | 1 | 11 | i | 1 | 3
COC1=CC23CCCN2CCc2cc4c(cc2C3C1O)OCO4 (centres undefined) | -2 | i | 4 | 0 | 0.6 | -1 | x | i | -1 | 2
COc1ccccc1C1=NCc2nnc(C)n2-c2ccc(Cl)cc21 | -5 | i | -4 | 2 | -0.9 | -2 | -4 | i | -1 | 2
COc1ccc(C2=NCC(=S)Nc3ccc(Cl)cc32)cc1Cl | -1 | i | -1 | -8 | 2.2 | 0 | -8 | i | 15 | -2
CC(C)(C)N1Cc2ccccc2C1=N | -4 | i | -3 | -8 | -0.7 | 6 | -4 | i | 1 | 1
CCC(COC(=O)NC)NC(=O)Oc1cccc(C)c1 (centres undefined) | -2 | i | -9 | 2 | 0.8 | -1 | -6 | i | 4 | -2
CCOC(=O)[C@]12Cc3ccccc3[C@H]1N(Cc1ccccc1)C(=O)c1cc(OC)ccc12 | x | x | x | 0 | 1.8 | x | x | i | -6 | 2
Cn1cc(C(=O)OCC(=O)N2CCCC2)c2ccccc21 | 5 | i | 0 | -1 | -1.6 | 0 | -6 | i | 0 | -2
CCCCCCOc1ccc(CN2CCN(CC)CC2)cc1 | -4 | i | 5 | -1 | -3.6 | 3 | -1 | i | -11 | -2
N#CC(Br)Br | 1 | i | 1 | 0 | 0.1 | 0 | -6 | i | 5 | -2
CCCN1C2CCCC1CC(NC(C)=O)C2 (centres undefined) | -2 | i | 6 | 8 | -0.7 | 1 | 0 | i | 0 | -1
CCOC(=O)c1cccc(C2=C(CNC(C)=O)[C@H]3CC[C@@H](C2)N3Cc2ccccc2)c1 | -1 | i | -4 | 4 | -1.9 | -4 | x | i | -2 | 1
O=C(Nc1cccc(OC(=O)N2CCOCC2)c1)N1CCOCC1 | 1 | i | -2 | 4 | -1.5 | -1 | -4 | i | 4 | 1
Cc1ccsc1C(=O)C1CCCN(Cc2ccccc2O)C1 (centres undefined) | -3 | i | 4 | 6 | -0.9 | 3 | -6 | i | -10 | 7
COc1ccc(OC(=O)N(C)C[C@H]2OCc3cnnn3CCCC(=O)N([C@H](C)CO)C[C@H]2C)cc1 | -2 | i | 3 | 6 | -2.7 | 4 | x | i | 6 | 1

The listing continues:
SMILES | STEP inh | Rpn11 inh | DNMT1 block | CSN deneddyl inh | LMPTP block | Rin1-Abl PPI inh | Scp1 inh | Neddyl block | NadD inh | SUMO1-SIM PPI
Cn1nc(N)c2c1N=P(N1CCOCC1)(N1CCOCC1)N=C2c1ccccc1 | 1 | i | 0 | 6 | -0.3 | 1 | 7 | i | -4 | 5
COc1cc(C(=S)N2CCOCC2)cc(OC)c1OC(=O)Cc1ccccc1 | -1 | i | 5 | 3 | -0.2 | 2 | -1 | i | -8 | 1
CC(=O)O[C@]1(C)C(=O)OC/C2=C/CN(C)CCC(OC(=O)[C@@](O)(C(C)O)C[C@H]1C)C2=O (some centres undefined) | 0 | i | -1 | -3 | 0.4 | 2 | -9 | i | -8 | 5
CNC(C)Cc1ccccc1 (centres undefined) | 0 | i | 2 | -2 | -0.8 | 2 | -1 | i | -2 | 3
COC(=O)C1C2c3ccccc3OC1(C)N=c1s/c(=C/c3cnn(C)c3C)c(=O)n12 (centres undefined) | 3 | i | 1 | -2 | -1.3 | -3 | 0 | i | -3 | -16
C[n+]1c(-c2ccccc2)c2cc(N)ccc2c2ccc(N)cc21 | 6 | i | 61* | -25 | 81* | -7 | -4 | i | 19 | 46*
CC(C)(CN)CC(=O)O | -2 | i | -3 | 5 | -1.6 | -2 | 6 | i | -4 | 0
O=[N+]([O-])c1cc([As](=O)(O)O)ccc1O | 3 | i | 8 | 0 | -0.5 | -4 | 34 | i | -3 | -8

Random excerpt: three entries already listed.
SMILES | STEP inh | Rpn11 inh | DNMT1 block | CSN deneddyl inh | LMPTP block | Rin1-Abl PPI inh | Scp1 inh | Neddyl block | NadD inh | SUMO1-SIM PPI
Cn1cc(C(=O)OCC(=O)N2CCCC2)c2ccccc21 | 5 | i | 0 | -1 | -1.6 | 0 | -6 | i | 0 | -2
COC(=O)C1=C(c2cc3ccccc3s2)C[C@@H]2CC[C@H]1N2C(=O)NC1CCCCC1 | 2 | i | 3 | 5 | 0.7 | -2 | -11 | i | -5 | -4
CCC(COC(=O)NC)NC(=O)Oc1cccc(C)c1 (centres undefined) | -2 | i | -9 | 2 | 0.8 | -1 | -6 | i | 4 | -2
